Screening data (PubChem)
EBNA-1 inh – blocks EBNA-1 binding to DNA; EBNA-1 DNA binding, fluorescence polarization; inhibition, % at 14.8 µM; hit rate 0.34% among 300,000; in the data active = inhibition above about 28%
PAFAH2 FP inh – PAFAH2 (human) inhibition | inhibition, % at 3.39 µM | hit rate 0.99% among 340,000 | recombinant PAFAH2, FP-rhodamine activity probe, fluorescence polarization | Q99487;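 active = inhibition above the mean over all tested compounds plus 3 SD, cut at about 30% in these data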;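 also: inhibitors block probe labeling of enzyme so polarization drops; 0% = enzyme with DMSO and 100% = wells lacking PAFAH2 protein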
PAFAH1B2 FP inh – blocks human PAF acetylhydrolase 1b catalytic subunit 2. recombinant PAFAH1B2, FP-rhodamine activity probe, fluorescence polarization. P68402. AID 492953. inhibition, % at 3.39 µM. hit rate 1.2% among 340,000;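 active = inhibition above the mean of all tested compounds plus 3 SD, cut at about 24% in these data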;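 also: 0% = enzyme with DMSO and 100% = wells lacking PAFAH1B2; many of its hits are not listed in these tables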
LYPLA2 counter – LYPLA2 (human) inhibition in PME1 counter-screen. recombinant LYPLA2, FP-Rh probe fluorescence polarization. O95372. hit rate 0.38% among 320,000. AID 2177. inhibition, % at 5.9 µM;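 active = inhibition above the screen-wide mean plus 3 SD, limit set per campaign, cut at about 26% in these data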;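 also: 0% = LYPLA2 with DMSO and 100% = wells lacking LYPLA2 enzyme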
Target sequence (O95372 whole entry, looked up): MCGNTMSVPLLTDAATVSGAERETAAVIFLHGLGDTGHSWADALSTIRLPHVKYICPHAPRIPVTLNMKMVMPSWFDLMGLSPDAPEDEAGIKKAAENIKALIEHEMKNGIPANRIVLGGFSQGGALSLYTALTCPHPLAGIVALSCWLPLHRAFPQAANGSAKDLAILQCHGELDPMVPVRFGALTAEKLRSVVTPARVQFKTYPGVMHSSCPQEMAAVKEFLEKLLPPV
PAFAH1B3 inh – PAFAH1B3 (human) inhibition; hit rate 0.28% among 340,000; inhibition, % at 3.39 µM; AID 492972; Q15102; recombinant PAFAH1B3, FP-rhodamine probe, fluorescence polarization;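 active = inhibition above the screen-wide average of all tested compounds plus 3 SD, cut at about 25% in these data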;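 also: 0% = enzyme with DMSO only and 100% = wells lacking PAFAH1B3 protein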
Target sequence (Q15102 whole entry, looked up): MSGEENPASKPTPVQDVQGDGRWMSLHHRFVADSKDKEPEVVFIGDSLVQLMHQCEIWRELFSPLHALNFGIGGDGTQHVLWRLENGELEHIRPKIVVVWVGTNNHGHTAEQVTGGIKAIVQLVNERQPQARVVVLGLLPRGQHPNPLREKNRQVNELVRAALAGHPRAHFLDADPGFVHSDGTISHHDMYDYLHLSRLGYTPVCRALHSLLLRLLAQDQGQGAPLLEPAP
pPAFAH inh – inhibitors of human plasma PAF acetylhydrolase (pPAFAH); hit rate 1.5% among 330,000; inhibition, % at 3.39 µM; Q13093; recombinant pPAFAH, FP-rhodamine probe fluorescence polarization;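 active = inhibition above the mean inhibition across the screen plus 3 SD, cut at about 25% in these data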;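 also: inhibitors block binding of the rhodamine activity-based probe so polarization drops; 0% = enzyme with DMSO and 100% = wells lacking pPAFAH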
PREPL inhibitor – human PREPL enzyme inhibition. Q4J6C6. recombinant PREPL, fluorescence polarization activity-based probe. inhibition, % at 5.96 µM. hit rate 0.68% among 320,000; in the data active = inhibition above about 43%;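 also: 0% = enzyme with DMSO and 100% = wells lacking enzyme; many of its hits are not listed in these tables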
ZTA counter – counter-screen for EBNA-1 inhibitors: inhibitors of Epstein-Barr virus ZTA; P03206; ZTA-DNA binding, fluorescence polarization; inhibition, % at 11 µM; hit rate 0.15% among 320,000; AID 2234; in the data active = inhibition above about 33%
Target sequence (P03206 whole entry, looked up): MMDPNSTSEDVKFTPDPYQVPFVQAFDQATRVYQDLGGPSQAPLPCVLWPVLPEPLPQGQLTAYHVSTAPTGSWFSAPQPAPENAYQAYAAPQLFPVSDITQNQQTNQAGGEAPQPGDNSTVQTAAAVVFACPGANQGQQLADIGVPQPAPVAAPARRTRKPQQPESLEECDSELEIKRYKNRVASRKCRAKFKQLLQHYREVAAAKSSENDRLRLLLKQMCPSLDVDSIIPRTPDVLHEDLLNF
LYPLA1 inh – counter-screen for PME1 inhibitors: inhibitors of human LYPLA1 | O75608 | recombinant LYPLA1, FP-Rh probe fluorescence polarization | hit rate 0.16% among 320,000 | inhibition, % at 5.9 µM;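 active = inhibition above the mean of all tested compounds plus 3 SD, set per campaign, cut at about 14% in these data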;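 also: inhibitors block serine hydrolase probe labeling of LYPLA1 so polarization falls; 0% = enzyme with DMSO and 100% = wells lacking LYPLA1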
Target sequence (O75608 whole entry, looked up): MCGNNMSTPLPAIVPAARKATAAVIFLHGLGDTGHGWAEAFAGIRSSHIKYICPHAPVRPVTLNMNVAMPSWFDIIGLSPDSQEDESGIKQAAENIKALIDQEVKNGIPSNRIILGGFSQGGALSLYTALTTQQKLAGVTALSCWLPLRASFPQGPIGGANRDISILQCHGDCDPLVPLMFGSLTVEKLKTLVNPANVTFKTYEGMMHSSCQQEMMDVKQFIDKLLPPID
Numbers without * were called inactive; . = not tested or not shown. Only part of the results is shown; the hit share may differ from the screen's.

SMILES	EBNA-1 inh	PAFAH2 FP inh	PAFAH1B2 FP inh	LYPLA2 counter	PAFAH1B3 inh	pPAFAH inh	PREPL inhibitor	ZTA counter	LYPLA1 inh
O=C1COc2ccc(S(=O)(=O)CCC(=O)N3CCN(c4cccc(Cl)c4)CC3)cc2N1	0	-1	-6	9	4	7	-4	0	0
c1ccc(-c2nnc(-c3ccncc3)o2)cc1	-1	5	2	-4	1	-2	9	-11	-3
C=C1CCN(c2ccc(C(=O)NCc3ccccc3)cc2[N+](=O)[O-])CC1	4	0	6	-1	9	4	7	5	3
COc1ccc(OCc2nnnn2-c2ccccc2)cc1	-3	-1	6	4	4	3	-2	-2	1
O=C1CCCN2N=C(SCC(=O)Nc3nc4ccccc4s3)SC2=N1	17	-1	6	-7	0	-5	1	-12	1
O=C(Cn1c(C(F)(F)F)nc2ccccc21)N1CCCC1	4	-4	0	2	2	1	14	-8	0
O=C(NC1CCCCC1)C(c1ccccc1)N1CCC2(CC1)OCCO2 (centres undefined)	0	4	1	1	2	4	1	7	0
CCOC(=O)C(=NC1CCCCC1)NNc1cccc(C(F)(F)F)c1	-6	-3	0	8	-1	0	10	5	4
O=C(NCCCN1CCOCC1)c1cc(-c2cccc(O)c2)on1	-2	5	-1	-7	-8	2	-4	22	0
Cc1ccc(N2C(=O)c3ccccc3C2O)nc1 (centres undefined)	-2	.	.	-2	.	-7	2	0	-3
COC(=O)c1cc(NC(=O)c2cc(-c3ccc(C(F)(F)F)cc3)oc2C(F)(F)F)ccc1N1CCOCC1	2	12	8	-1	9	11	2	13	-4
CC(Oc1cc(-c2ccccc2)cc2ccccc12)C(=O)N1CCOCC1 (centres undefined)	-12	-1	6	-7	6	14	0	10	1
CCOc1cc(N2CCOCC2)c(OCC)cc1NC(=O)COc1ccccc1[N+](=O)[O-]	-15	0	2	4	10	0	7	5	-3
Cc1ccc(OCCOc2ccc(S(=O)(=O)N3CCCC3)cc2C(N)=O)cc1	.	-1	3	3	-1	3	16	-15	-2
O=S(=O)(NCCN1CCOCC1)c1ccc2ccccc2c1	.	0	2	.	2	3	20	.	.

Ordered by heavy-atom count (falling): some entries from above.
SMILES	EBNA-1 inh	PAFAH2 FP inh	PAFAH1B2 FP inh	LYPLA2 counter	PAFAH1B3 inh	pPAFAH inh	PREPL inhibitor	ZTA counter	LYPLA1 inh
O=C1COc2ccc(S(=O)(=O)CCC(=O)N3CCN(c4cccc(Cl)c4)CC3)cc2N1	0	-1	-6	9	4	7	-4	0	0
O=C(NC1CCCCC1)C(c1ccccc1)N1CCC2(CC1)OCCO2 (centres undefined)	0	4	1	1	2	4	1	7	0
Cc1ccc(N2C(=O)c3ccccc3C2O)nc1 (centres undefined)	-2	.	.	-2	.	-7	2	0	-3

(continued)
SMILES	EBNA-1 inh	PAFAH2 FP inh	PAFAH1B2 FP inh	LYPLA2 counter	PAFAH1B3 inh	pPAFAH inh	PREPL inhibitor	ZTA counter	LYPLA1 inh
O=C(Oc1cc2oc(=O)c3c(c2cc1Cl)CCCC3)c1ccco1	-6	-6	7	-10	-12	-5	34	1	-2
COC(=O)Cc1c(O)ccn(Cc2ccc(F)cc2)c1=O	-8	-6	9	1	-4	3	20	2	3
CCC(Sc1nc(N)c(NC(=O)c2ccc(OC)cc2)c(=O)[nH]1)C(=O)O (centres undefined)	1	0	3	0	1	0	7	-8	-5
COc1ccc(C(CCNCc2ccc(N(C)C)cc2)c2ccccc2)cc1 (centres undefined)	2	9	2	0	18	-1	54*	10	1
Cc1ccc(S(=O)(=O)Nc2c(C)n(C)n(-c3ccccc3)c2=O)cc1C(=O)OC(C)C(=O)N(C)c1ccccc1 (centres undefined)	5	-1	-1	-1	4	4	1	2	0
Cc1ccc(/C=C/C(=O)c2ccc(C)cc2)cc1	9	-1	5	3	5	2	1	-15	-1
COc1cc(NC(=O)CN2C(=O)NC(c3ccccc3)(c3ccccc3)C2=O)c(C)cc1[N+](=O)[O-]	0	-12	0	-28	0	8	38	15	-12
CCCNC(=O)N1CCC(Cc2ccccc2)CC1	6	-3	2	4	6	2	12	-1	0
O=C(CNc1cccc(S(=O)(=O)N2CCOCC2)c1)Nc1ccc(C(F)(F)F)cc1	4	-7	3	-3	10	6	0	10	-5
COc1ccc(S(=O)(=O)N(C)C[C@H]2Oc3c(NS(=O)(=O)c4cn(C)cn4)cccc3C(=O)N([C@H](C)CO)C[C@@H]2C)cc1	.	0	4	.	10	3	9	.	.
CCCS(=O)(=O)N1CCC(C(=O)c2cccc(C(F)(F)F)c2)CC1	-2	0	5	9	8	-1	7	-7	-1
COc1ccc(C2C3=C(CC(C)(C)CC3=O)Oc3ncn(CC(C)C)c(=N)c32)cc1 (centres undefined)	-27	-1	1	-6	-1	-9	3	-15	3
O=c1oc(-c2cccnc2)nc2ccccc12	0	6	-2	0	-2	3	-2	-3	2
CN1CCN(c2ccccc2NC(=O)Cc2ccc(Cl)cc2)CC1	-8	1	1	-1	2	4	9	-17	3
Cc1cc(C)nc(SCc2nnc(SCc3ccc([N+](=O)[O-])cc3)n2Cc2ccco2)n1	-8	1	3	6	3	5	14	13	-1
COc1ccccc1/C=C\C=N\NC(=O)c1ccco1	8	4	0	1	13	2	9	2	2
CCOc1ccc(-c2nnn(CC(=O)NCCc3c[nH]c4ccccc34)n2)cc1	5	10	3	2	6	2	-11	13	-4
Cc1noc(C)c1S(=O)(=O)N1CCCC(C(=O)N2CCC(C)CC2)C1 (centres undefined)	-20	2	5	2	1	4	-5	-19	2
Cc1ccc(/C=N/NC(=O)Cc2cccn2C)cc1	-1	-4	3	8	3	8	18	-17	1
COc1cccc2sc(=NC(=O)CS(=O)(=O)c3ccc(Cl)cc3)n(C)c12	-22	1	5	2	4	4	2	-16	-2
O=C(CSc1nncs1)NCCNC(=O)CSc1nncs1	-4	3	-1	8	1	0	13	-12	3
O=C(Nc1nnc(-c2ccccc2)s1)c1cc(S(=O)(=O)N2CCOCC2)c(Cl)cc1Cl	14	0	-5	1	6	4	-8	15	-4
Cc1ccc2c(c1)C(=O)C(=O)N2CC(=O)Nc1ccc(N2CCOCC2)cc1	-9	8	2	-6	5	-4	5	-6	-6
Cc1ncc(CO)c2cc(C(=O)Nc3ccccc3Cl)c(=Nc3cccc(C(N)=O)c3)oc12	1	2	0	-4	2	12	30	-12	2
Cc1cc(C)c(S(=O)(=O)Nc2ccccc2-c2ccccc2)c(C)c1	5	-4	18	-12	4	3	-28	-1	-4
c1ccc(-c2nnc(CSc3nnc(-c4cccs4)o3)o2)cc1	1	1	7	5	8	-6	-2	-13	-2
COC(=O)c1ccc2c(=O)n(-c3ccccc3F)c(=S)[nH]c2c1	-7	7	3	1	4	0	-6	-11	2
C/C(CC1CC(C)OC1=O)=N\NC(N)=S (centres undefined)	12	-5	5	-6	5	7	-5	15	-1
CC(C)c1ccc(S(=O)(=O)N2CCCCC2)cc1	7	-4	6	-4	0	1	-7	-8	2
Cc1cccc(NC(=O)/C(C#N)=C/c2cn(CC(=O)NCc3ccco3)c3ccccc23)c1C	35*	-24	-16	-36	-30	-12	-9	1	-16
CN(C)CCCN(C(=O)c1ccc(Br)s1)c1nc2cc3c(cc2s1)OCCO3	5	-1	1	-2	7	-2	6	4	-1
O/N=C1/CCCCC1c1ccccn1 (centres undefined)	5	1	4	4	2	3	1	4	0
O=C(CN1C(=O)C(=O)c2ccccc21)c1ccc(Cl)cc1	4	3	3	3	13	7	-7	0	-3
CC1CCN(C(=O)c2ccccc2NC(=O)c2cccs2)CC1	2	2	3	-3	4	-1	6	9	1
Cc1cc(-c2nc(C)c(C(=O)NNS(=O)(=O)c3ccccc3)s2)no1	3	.	.	0	.	-4	14	-16	0
COc1ccc(CNC(=O)CSc2nc3ccc(OC)cc3[nH]2)cc1	-2	6	16	-4	4	3	1	-3	2
Cc1nc2ccc3nc(NC(=O)c4ccc5c(c4)OCCO5)sc3c2s1	9	-6	-4	-26	-18	-4	-7	18	-15
Cc1ccccc1NC(=O)CSc1n[nH]c(-c2ccccn2)n1	1	3	5	-5	8	4	-5	-13	-1
O=C(CN1C(=O)c2ccccc2S1(=O)=O)N1CCc2ccccc21	7	11	5	10	-4	1	5	16	1
CCOC(=O)C1=C(C)N(C[C@@H]2CC[C@@H](Cc3ccc4cc(OC)ccc4c3)O2)C(=O)NC1c1ccc(OC)cc1 (some centres undefined)	.	-5	-3	.	6	1	.	.	.
O=S(=O)(NCc1ccc2c(c1)OCO2)c1ccc2oc3ccccc3c2c1	14	3	1	-10	-1	-1	-89	2	-7
CCOc1ccc(CCNC(=O)CN2C(=O)NC3(CCCCC3C)C2=O)cc1OCC (centres undefined)	-2	2	1	5	7	-1	-5	7	-1
COc1ccc(Cl)cc1NC(=S)NCc1ccco1	-5	-11	5	7	5	0	8	-4	-1
O=C(Nc1ccc(S(=O)(=O)N2CCCC2)cc1)c1ccc([N+](=O)[O-])o1	.	-6	2	.	-1	5	9	.	.
CC(=O)c1ccc(N(C(=O)CNC(=O)c2cccs2)C(C(=O)NCC2CCCO2)c2ccccc2)cc1 (centres undefined)	4	3	2	2	3	6	12	0	5
CCOC(=O)C1=CC[C@H]2c3c(c4ccccc4n3C)C(=O)C1N2Cc1ccccc1	.	-6	-2	.	10	-1	22	.	.
CCCCC(=O)NCCc1cc2c(C)ccc(C)c2[nH]c1=O	6	-5	3	-1	2	3	0	7	-3
O=C(Nc1ccc(Cl)cc1)Nc1ccccc1C(=O)NCc1ccco1	6	-6	4	-13	7	5	8	-13	-7
Cc1cccc(NC(=O)C2CCN(C(=O)N3CCOc4ccccc43)CC2)c1C	4	-9	0	1	0	3	6	-5	-1
O=C1c2ccccc2C(Nc2ccc3c(c2)OCCO3)N1Cc1ccc2c(c1)OCO2 (centres undefined)	-14	11	-3	-7	-1	0	12	-9	0
COc1ccc2nc(SCC(=O)NCc3ccc4c(c3)OCO4)[nH]c2c1	-1	6	4	-2	-4	6	-1	-6	2
CC1=C(C(=O)NCc2ccccn2)C2(CCC(C)CC2)OC1=O (centres undefined)	8	5	4	4	1	1	0	23	3
CCN(CC)S(=O)(=O)c1cccc(C(=O)NCC(=O)OCC(=O)NCc2ccccc2)c1	-7	4	-1	1	1	9	-4	5	1
Cc1nc2ccc(NC(=O)N3CCOCC3)cc2s1	-4	-11	4	-5	1	-3	10	0	-3
CC(C)Oc1ccc(C(=O)O)c(C(=O)O)c1	1	0	1	5	9	-1	12	11	3
CCN(CC#CCC(O)(c1ccccc1)C1CCCC1)C(C)C (centres undefined)	4	-6	4	1	5	2	13	14	-1
COC(=O)C1=CO[C@@H](O[C@@H]2O[C@H](CO)[C@@H](O)[C@H](O)[C@H]2O)C2C1C=C[C@@]2(O)CO (some centres undefined)	.	-6	-1	.	6	4	14	.	.
CCc1ccccc1NC(=O)CCN1C(=O)C2CC=CCC2C1=O (centres undefined)	15	4	4	0	7	4	2	7	0
CN(C)CCCNC(=O)c1ccc(-c2ccccc2)cc1	-6	1	3	2	-2	6	-13	-3	2
CCOc1ccc(C(=O)Nc2ccccc2OC(F)F)cc1	2	6	7	1	6	6	-2	-6	1

Additional results:
SMILES	EBNA-1 inh	PAFAH2 FP inh	PAFAH1B2 FP inh	LYPLA2 counter	PAFAH1B3 inh	pPAFAH inh	PREPL inhibitor	ZTA counter	LYPLA1 inh
CN(CC(=O)Nc1sccc1C#N)Cc1ccccc1	7	2	4	-7	11	9	5	-19	-1
CC(NC(N)=O)C(=O)OCc1ccc(Cl)cc1Cl (centres undefined)	6	-6	0	-10	3	-1	3	-7	-3
COc1ccc(C(=O)NNC(=O)c2ccncc2)cc1[N+](=O)[O-]	7	-3	4	-1	1	3	-43	12	-1
O=S(=O)(N1CCOCC1)n1c(Cc2ccccc2)nc2ccccc21	3	4	5	0	-5	4	-2	-4	-1
O=C(COC(=O)c1ccc(Br)cc1)NCCC1=CCCCC1	12	31*	3	8	8	19	-33	14	6
